High-throughput results as filed in PubChem.
Tau fluor cs = counter-screen for tau fibril formation inhibitors; Potency, µM (doses to about 57.7 µM), without a hit: top-dose activity change, negative = decrease; 280,000 tested, 0.93% active; tau K18 P301L Alexa594 fluorescence, heparin fibrillization; note: nearly all actives have a fitted effect of over 55% in size
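Human K18 P301L tau (15 uM unlabeled plus 0.24 uM Alexa 594-labeled, final) in 100 mM sodium acetate pH 7 was mixed with compound and 20 uM heparin and incubated 6 hr at 37 C.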
Tau fibril FP = inhibitors of human tau fibril formation | 280,000 tested, 0.39% active | AID 1468 | K18 P301L tau heparin fibrillization, Alexa594 FP, 6 h | Potency, µM (series often up to 57.7 µM), for the others: top-dose activity, negative = inhibition, usual class: inhibitors; note: nearly all actives have a fitted effect of over 55% in size
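Quantitative HTS format: compounds meet 15 uM recombinant K18 P301L tau and Alexa 594-tau tracer in 100 mM sodium acetate pH 7; 20 uM heparin triggers fibrillization at 37 C over 6 hr; FP gives the signal.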
TexasRed fluor = Texas Red fluorescence interference in TRb-SRC2 counter-screen. TRb/SRC2 Texas Red total fluorescence interference. Potency, µM (top dose mostly 106 µM), for the others: at the top dose fluorescence change, negative = quenching. 280,000 tested, 0.29% active; active = well fitted curve in either direction with a large enough effect; inconclusive = small, poorly fitted or top-dose-only effect
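Flags fluorescent or light-absorbing compounds by total fluorescence, S + 2P, at 555 nm excitation and 632 nm emission. Mixture: 20 nM Texas Red SRC2 peptide, 0.6 uM human TRb LBD, 1 uM T3, 5% DMSO; compound exposure 5 h at ambient temperature.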
ALDH1A1 inh = ALDH1A1 (human) enzyme inhibition; P00352; Purified ALDH1A1, NADH fluorescence, propionaldehyde substrate; Potency, µM (highest dose often 75.3 µM), for inactives: top-dose activity, negative = inhibition, most hits filed as inhibitors; 220,000 tested, 7.3% active; AID 1030; active = well fitted inhibition curve with a large enough effect, not every such curve was filed as active; inconclusive = small, poorly fitted or top-dose-only effect, or another doubt; inactive = no such curve, though single readings can be large or run the other way;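 note: plate controls were no enzyme wells and a reference inhibitor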
Tau ThT inhib = inhibitors of human tau fibril formation, thioflavin T binding | recombinant tau K18 P301L (four-repeat tau fragment), heparin-induced fibrillization, ThT fluorescence | Potency, µM (doses to about 57.4 µM), inactives show at the highest dose activity, negative = inhibition, usual class: inhibitors | 270,000 tested, 2.1% active | AID 1460; note: nearly all actives have a fitted effect of over 55% in size
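Tau K18 P301L fragment (15 uM unlabeled plus 0.24 uM Alexa 594-labeled) in 100 mM sodium acetate pH 7 with compound, fibrillization induced by 20 uM heparin for 6 hr at 37 C. Thioflavin T (30 uM) added, fluorescence read after 1 hr (ex 450, em 510 nm).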
TRb-SRC2 inh = TRbeta-SRC2 interaction inhibition. TRbeta-SRC2 peptide binding, fluorescence polarization; receptor liganded with 1 µM T3. AID 1469. Potency, µM (highest dose often 106 µM), for the others: top-dose activity change, negative = inhibition, most hits filed as inhibitors. 280,000 tested, 0.065% active;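 note: plate controls were bound peptide for no effect and peptide without receptor for full effect; nearly all actives have a fitted effect of over 50% in size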
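Polarization signal, normalized between peptide-alone and full complex controls, measured compound effects on T3-liganded human TRb LBD (0.6 uM) binding 20 nM Texas Red SRC2 peptide after 5 hr.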
L3MBTL1 inh = blocks human L3MBTL1; Potency, µM (top dose mostly 57.1 µM), inactives show at the highest dose activity, negative = inhibition, most hits filed as inhibitors; AlphaScreen L3MBTL1–H3K9me1 peptide binding; 230,000 tested, 0.66% active; note: nearly all actives have a fitted effect of over 60% in size
Target sequence (Q9Y468 whole entry, looked up): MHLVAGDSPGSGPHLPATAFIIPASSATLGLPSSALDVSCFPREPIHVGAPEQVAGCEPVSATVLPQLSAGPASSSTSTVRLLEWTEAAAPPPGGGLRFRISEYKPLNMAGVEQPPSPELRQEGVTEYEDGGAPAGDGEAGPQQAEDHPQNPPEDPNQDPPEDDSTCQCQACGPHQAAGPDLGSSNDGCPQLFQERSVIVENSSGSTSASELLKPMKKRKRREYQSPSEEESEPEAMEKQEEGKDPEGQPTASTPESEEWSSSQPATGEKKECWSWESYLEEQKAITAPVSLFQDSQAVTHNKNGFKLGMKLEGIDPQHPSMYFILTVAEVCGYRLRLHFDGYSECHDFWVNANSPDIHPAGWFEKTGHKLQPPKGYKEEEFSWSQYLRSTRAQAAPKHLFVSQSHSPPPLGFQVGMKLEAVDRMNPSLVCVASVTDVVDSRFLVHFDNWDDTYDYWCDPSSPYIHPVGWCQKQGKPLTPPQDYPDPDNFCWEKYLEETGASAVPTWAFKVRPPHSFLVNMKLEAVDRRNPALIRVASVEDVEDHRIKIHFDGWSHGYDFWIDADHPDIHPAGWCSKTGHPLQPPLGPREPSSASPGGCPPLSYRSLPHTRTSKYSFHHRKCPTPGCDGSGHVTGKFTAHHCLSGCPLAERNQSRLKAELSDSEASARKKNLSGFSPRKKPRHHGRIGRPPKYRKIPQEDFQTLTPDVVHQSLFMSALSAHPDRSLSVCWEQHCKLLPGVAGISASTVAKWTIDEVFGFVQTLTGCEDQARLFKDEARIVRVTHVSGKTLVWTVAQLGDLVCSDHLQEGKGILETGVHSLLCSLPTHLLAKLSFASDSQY
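First, the protein-peptide complex forms for 30 min at room temperature (L3MBTL1 50 nM, biotinylated H3K9me1 peptide 75 nM). Next, compounds are pin-transferred and incubated 30 min. Finally, AlphaScreen beads are added and read after 30 min.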
GLA spleen mod = inhibits or activates alpha-galactosidase in human spleen homogenate | 240,000 tested, 0.008% active | AID 2107 | Potency, µM (highest dose often 80 µM), without a hit: at the top dose activity change, negative = inhibition, usual class: inhibitors | human spleen homogenate, 4MU-alpha-Gal fluorescence, 40 min | P06280;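 note: 0% = enzyme with vehicle and -100% = no enzyme basal signal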
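Fluorogenic readout (Ex 365/Em 440 nm) of 4-methylumbelliferone released from 1 mM 4-MU-alpha-galactoside by spleen homogenate, 40 min at 37C, pH 5.0. Data normalized to no-enzyme and enzyme controls; Hill-equation AC50 from compound titrations.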
Starred values were filed as active, the others as inactive; ? = inconclusive; . = not tested or not shown; & = joins results of further samples; [ ] = another dose, or the depositor's remark. Unless noted, calls come from the whole dose curve; as a rule, active = well fitted curve in the direction sought with a large enough effect; inconclusive = small, poorly fitted or top-dose-only effect, or another doubt; inactive = no such curve, though single readings can be large; an effect the other way counts as inactive or inconclusive. Unless noted, % is set by controls: 0 for no effect and ±100 for the full control effect; potency is the fitted concentration of half-maximal effect.

Under each structure – Tau fluor cs | Tau fibril FP | TexasRed fluor | ALDH1A1 inh | Tau ThT inhib | TRb-SRC2 inh | L3MBTL1 inh | GLA spleen mod
CCOCCCNC(=O)c1c(NC(=O)c2nc(SC)ncc2Cl)sc2c1CCCC2
→ -12% | 2% | 9% | . | ? | 2% | . | .
Clc1ccc2c(N3CCNCC3)ccnc2c1
→ 4% | 1% | 0% | -15% | 2% | -11% | . | 6%
Cc1ccc2c(c1)CCCN2N=O
→ 2% | -10% | 0% | ? | 2% | 6% | 4% | -3%
c1ccc(NC2=Nc3ccccc3CC2)cc1
→ -13% | ? | 0% | ? | -18% | -11% | . | 0%
CNC(=O)O/N=C(\N)Cc1csc2ccccc12
→ 10% | 7% | -2% | . | 0% | 4% | 3% | 1%
Cc1ccccc1-c1nc(CS(=O)CC(=O)N2CCN(c3cc(Cl)ccc3C)CC2)c(C)o1 (stereo unspecified)
→ -19% | 9% | -1% | . | ? | -2% | . | .
OCCCc1ccc(O)c(O)c1
→ -10% | -9% | -3% | ? | ? | -3% | 18% | 9%
C[C@]12CCC(=O)C=C1CCC1C2CC[C@@]2(C)C1CC[C@@]2(O)CC#N (stereo partly specified)
→ -3% | -1% | -3% | 13% | -7% | 1% | 4% | -6%
O=C(CN1CC=C(c2ccccc2)CC1)Nc1cc(Cl)ccc1Cl
→ ? | 0% | -1% | -1% | ? | 7% | 5% | 3%
Cc1ccc(O)c(C(=O)c2cc(C(=O)NCCC(C)C)c(=O)n(CCC(C)C)c2)c1
→ -22% | -3% | -3% | 0% | -15% | -1% | . | 4%
CCCCc1nc(N2CCNCC2)c(C#N)c2c1CSC(C)(C)C2
→ -13% | 6% | 2% | ? | -21% | 2% | -4% | -3%
O=c1[nH]c(=O)n(-c2ccc(F)cc2)c(O)c1C=NCCN1CCCCC1
→ -10% | -5% | 1% | 11% | -10% | -6% | -3% | 6%
C/C(=N\Nc1ccccc1)c1c(O)n(Cc2ccccc2)c(=O)[nH]c1=O
→ 0% | 2% | 0.071µM*[quencher] | -2% | 2% | -17%[53 µM] | 15% | -4%
COc1cc2c(cc1O)CCNC2C (stereo unspecified)
→ -3% | 1% | -2% | -16% | 3% | -5% | . | -8%
CC(=O)c1ccc(OC(C)C)c(Cc2c(O)[nH]c(=S)[nH]c2=O)c1
→ -20% | ? | -2% | 18µM* | ? | 3% | 13% | -8%

3 entries from above, reformatted:
O=C(CN1CC=C(c2ccccc2)CC1)Nc1cc(Cl)ccc1Cl
  Tau fluor cs: ?; Tau fibril FP: 0%; TexasRed fluor: -1%; ALDH1A1 inh: -1%; Tau ThT inhib: ?; TRb-SRC2 inh: 7%; L3MBTL1 inh: 5%; GLA spleen mod: 3%
Cc1ccc(O)c(C(=O)c2cc(C(=O)NCCC(C)C)c(=O)n(CCC(C)C)c2)c1
  Tau fluor cs: -22%; Tau fibril FP: -3%; TexasRed fluor: -3%; ALDH1A1 inh: 0%; Tau ThT inhib: -15%; TRb-SRC2 inh: -1%; L3MBTL1 inh: .; GLA spleen mod: 4%
CCCCc1nc(N2CCNCC2)c(C#N)c2c1CSC(C)(C)C2
  Tau fluor cs: -13%; Tau fibril FP: 6%; TexasRed fluor: 2%; ALDH1A1 inh: ?; Tau ThT inhib: -21%; TRb-SRC2 inh: 2%; L3MBTL1 inh: -4%; GLA spleen mod: -3%

Following part
Under each structure – Tau fluor cs | Tau fibril FP | TexasRed fluor | ALDH1A1 inh | Tau ThT inhib | TRb-SRC2 inh | L3MBTL1 inh | GLA spleen mod
O=C(O)c1cc(Cl)ccc1Cl
→ . | . | -2% | ? | . | -3% | . | 7%
CC(C)[C@@]1(NC(=O)[C@@H]2C=C3c4cccc5[nH]cc(c45)C[C@H]3N(C)C2)O[C@@]2(O)[C@@H]3CCCN3C(=O)[C@H](Cc3ccccc3)N2C1=O
→ ? | ? | 28% | ? | 13µM* | . | -20% | 3%
CC(C)(C)C(=O)OC[N+](C)(C)CCOC(=O)C(O)(c1ccccc1)C1CCCC1 (stereo unspecified)
→ -12% | -2% | -1% | -8% | -16% | 0% | 4% | 3%
CCCOC(=O)c1c(N)n(Cc2cccs2)c2nc3ccccc3nc12
→ ? | ? | -3% | ? | 0% | 0% | . | ?
NC(Cn1ccc(=O)[nH]c1=O)C(=O)O (stereo unspecified)
→ 2% | 2% | -4% | 11% | 4% | 6% | . | -19%
Cc1ccc2c(c1)C1CN(C)CCC1N2C(=O)c1cccnc1Cl (stereo unspecified)
→ -19% | 6% | -1% | . | . | -1% | . | -4%
CCCCn1c(O)c(C(C)=Nc2ccc(C(=O)O)cc2)c(=O)[nH]c1=O
→ -4% | -5% | -3% | -2% | -5% | -4% | 9% | 8%
N[C@H](CCCCCP(=O)(O)O)C(=O)O
→ -1%&-11%&-3% | 4%&3%&-1% | 0%&-1%&-2% | -3%&4%&-10% | -1%&-5%&-3% | 2%&5%&-4% | . | -23%&5%&2%

Single records, as listed above. Values in the order: Tau fluor cs | Tau fibril FP | TexasRed fluor | ALDH1A1 inh | Tau ThT inhib | TRb-SRC2 inh | L3MBTL1 inh | GLA spleen mod
Entry for CC(C)[C@@]1(NC(=O)[C@@H]2C=C3c4cccc5[nH]cc(c45)C[C@H]3N(C)C2)O[C@@]2(O)[C@@H]3CCCN3C(=O)[C@H](Cc3ccccc3)N2C1=O = ? | ? | 28% | ? | 13µM* | . | -20% | 3%
Entry for O=C(O)c1cc(Cl)ccc1Cl = . | . | -2% | ? | . | -3% | . | 7%
Entry for CCCCn1c(O)c(C(C)=Nc2ccc(C(=O)O)cc2)c(=O)[nH]c1=O = -4% | -5% | -3% | -2% | -5% | -4% | 9% | 8%
Entry for CC(C)(C)C(=O)OC[N+](C)(C)CCOC(=O)C(O)(c1ccccc1)C1CCCC1 (stereo unspecified) = -12% | -2% | -1% | -8% | -16% | 0% | 4% | 3%
Entry for Cc1ccc2c(c1)C1CN(C)CCC1N2C(=O)c1cccnc1Cl (stereo unspecified) = -19% | 6% | -1% | . | . | -1% | . | -4%

An excerpt; count on the stated rates, not on these rows.
